Pol eta inh: inhibitors of human DNA polymerase eta; 1.2% of 390,000 active; recombinant Pol eta, fluorescent DNA replication assay; Potency, µM (top dose mostly 114 µM), without a hit: at the highest dose activity change, negative = inhibition, most hits filed as inhibitors; also: % is scaled to controls: 0 for no effect and ±100 for the full control effect
Target sequence (Q9Y253 whole entry, looked up): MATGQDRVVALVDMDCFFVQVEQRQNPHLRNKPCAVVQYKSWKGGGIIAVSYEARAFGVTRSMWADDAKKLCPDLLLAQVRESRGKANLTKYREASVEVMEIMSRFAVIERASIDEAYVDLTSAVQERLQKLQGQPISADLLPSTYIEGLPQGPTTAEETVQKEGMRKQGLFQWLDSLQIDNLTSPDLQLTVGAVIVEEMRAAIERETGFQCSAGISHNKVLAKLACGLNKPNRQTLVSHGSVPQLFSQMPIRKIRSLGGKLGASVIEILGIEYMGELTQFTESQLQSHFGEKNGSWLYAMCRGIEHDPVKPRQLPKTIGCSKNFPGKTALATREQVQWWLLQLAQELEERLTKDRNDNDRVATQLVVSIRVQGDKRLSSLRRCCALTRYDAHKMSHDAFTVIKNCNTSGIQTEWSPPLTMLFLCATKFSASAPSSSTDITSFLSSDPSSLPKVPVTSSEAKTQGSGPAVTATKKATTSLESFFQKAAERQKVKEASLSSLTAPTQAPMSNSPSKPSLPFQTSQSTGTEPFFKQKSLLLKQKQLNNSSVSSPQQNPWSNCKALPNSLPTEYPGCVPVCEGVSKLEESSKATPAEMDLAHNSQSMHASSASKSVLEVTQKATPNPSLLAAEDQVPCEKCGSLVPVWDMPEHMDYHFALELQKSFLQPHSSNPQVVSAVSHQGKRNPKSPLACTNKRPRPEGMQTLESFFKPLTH
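Pol eta at 10 nM preincubated with compounds 15 min at room temperature; reaction started with fluorescent substrate (50 nM final) and read kinetically at 0 and 10 min.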
JMJD2A Tudor: blocks the human JMJD2A Tudor domain | O75164 | AID 504339 | 4.4% of 390,000 active | AlphaScreen JMJD2A-Tudor / H3K4me3 peptide binding | Potency, µM (highest dose often 114 µM), inactives show at the highest dose activity change, negative = inhibition, hits mostly inhibitors; also: % is scaled to controls: 0 for no effect and ±100 for the full control effect; nearly all actives have a fitted effect of over 50% in size
Pol kappa inh: inhibitors of human DNA polymerase kappa; purified Pol kappa, fluorescent DNA synthesis assay, 10 min; Q9UBT6; Potency, µM (highest dose often 107 µM), for inactives: at the top dose activity, negative = inhibition, most hits filed as inhibitors; AID 588579; 0.53% of 400,000 active; also: % is scaled to controls: 0 for no effect and ±100 for the full control effect
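10 nM Pol kappa was preincubated with compounds for 15 min at room temperature. Reaction started with 50 nM (final) substrate. Fluorescence read kinetically at 0 and 10 min.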
POLI inh: inhibitors of human DNA polymerase iota; Q9UNA4; Pol iota fluorescent replication assay, 10 min; Potency, µM (doses to about 115 µM), without a hit: at the top dose activity, negative = inhibition, actives largely listed as inhibitors; 1% of 390,000 active; AID 588590
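Fluorescent replication assay read twice, at 0 min and 10 min after adding 50 nM (final) substrate. Enzyme (10 nM) and compounds were first incubated 15 min at room temperature; enzyme-free buffer wells were negative controls.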
APE1 inh: blocks human APE1 abasic DNA cleavage; Potency, µM (titrated, usually from 65.8 µM), for the others: at the top dose activity change, negative = inhibition, hits mostly inhibitors; 0.35% of 350,000 active; recombinant APE1, TAMRA/BHQ-2 abasic DNA cleavage fluorescence; AID 2517;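 also: plate controls were vehicle for no effect and reference inhibitor for full effect; nearly all actives have a fitted effect of over 55% in size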
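Endonuclease cleavage of a quenched abasic-site DNA duplex (50 nM) by APE1 (0.75 nM) was tracked by TAMRA dequenching. Compounds were preincubated with enzyme 15 min at room temperature; data normalized to buffer-only and DMSO wells plus NSC13755 control.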
POLB inh: DNA polymerase beta (human) inhibition. AID 485314. P06746. 1.3% of 340,000 active. Potency, µM (series often up to 114 µM), for the others: at the highest dose activity change, negative = inhibition, actives largely listed as inhibitors. Pol beta primer extension/strand displacement, fluorescence kinetic; also: % is scaled to controls: 0 for no effect and ±100 for the full control effect
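Enzyme-only controls used 10 nM Pol beta; buffer lacking enzyme served as negative control. Compound preincubated 15 min, then 50 nM substrate added; 0 and 10 min reads at room temperature.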
G9a inh: inhibitors of human histone lysine methyltransferase G9a; G9a H3K9 monomethylation, AlphaScreen, 2 h; Potency, µM (series often up to 102 µM), without a hit: at the top dose activity, negative = inhibition, most hits filed as inhibitors; 8.8% of 350,000 active; also: % is scaled to controls: 0 for no effect and ±100 for the full control effect; nearly all actives have a fitted effect of over 75% in size
Target sequence (Q96KQ7 913-1193 limits assumed): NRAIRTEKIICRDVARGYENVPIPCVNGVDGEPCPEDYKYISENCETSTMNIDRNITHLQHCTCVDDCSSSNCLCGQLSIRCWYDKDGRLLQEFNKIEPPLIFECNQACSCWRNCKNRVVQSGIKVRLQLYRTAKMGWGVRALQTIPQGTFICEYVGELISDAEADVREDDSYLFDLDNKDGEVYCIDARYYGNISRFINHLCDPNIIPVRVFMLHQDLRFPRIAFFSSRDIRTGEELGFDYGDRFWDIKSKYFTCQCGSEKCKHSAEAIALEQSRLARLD
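Quantitative HTS format: methyltransferase activity on a biotin-tagged H3K9 peptide is measured by AlphaScreen, using a rabbit anti-monomethyl-H3K9 antibody with streptavidin donor and anti-IgG acceptor beads. Final levels are 20 nM enzyme, 500 nM peptide, 20 uM SAM; 2 h RT.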
BLM inh: blocks DNA unwinding by human BLM helicase. P54132. recombinant BLM DNA unwinding, fluorescence dequenching. Potency, µM (highest dose often 56.1 µM), without a hit: at the top dose activity change, negative = inhibition, usual class: inhibitors. 0.2% of 350,000 active;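 also: plate controls were vehicle for no effect and no enzyme for full effect; nearly all actives have a fitted effect of over 35% in size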
BAZ2B inh: BAZ2B (human) inhibition; Q9UIF8; AlphaScreen BAZ2B-H3K14Ac peptide displacement; Potency, µM (series often up to 114 µM), for the others: at the highest dose activity change, negative = inhibition, hits mostly inhibitors; 4.4% of 360,000 active; also: % is scaled to controls: 0 for no effect and ±100 for the full control effect; nearly all actives have a fitted effect of over 60% in size
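In this displacement format the biotinylated H3(5-23) peptide acetylated at Lys14 serves as ligand at 50 nM, with BAZ2B at 50 nM in PBS pH 7.4 containing 0.01% Tween-20. Donor and acceptor beads are 10 ug/mL final.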
* marks the source's active call; other numbers are inactive results; ? = inconclusive; nt = not tested or not shown; & = joins results of further samples; [ ] = another dose, or the depositor's remark. Calls follow the shape of the dose curve; as a rule, active = well fitted curve in the direction sought with a large enough effect; inconclusive = small, poorly fitted or top-dose-only effect, or another doubt; inactive = no such curve, though single readings can be large; an effect the other way counts as inactive or inconclusive. Potency is read from the fitted curve at half-maximal effect. An excerpt; rates above refer to the full screens.

Every second line gives: JMJD2A Tudor	APE1 inh	BLM inh	POLI inh	G9a inh	BAZ2B inh	Pol eta inh	Pol kappa inh	POLB inh
[1] CC(C)Sc1nc2c(c(=O)[nH]c(=O)n2C)n1Cc1ccccc1
 : -5%	-4%	-3%	75%[activator]	12%	6%	-6%	2%	5%
[2] COc1ccc(C(=O)Nc2nc3nc(C)c(Cc4ccccc4)c(=O)n3[nH]2)cc1OC
 : -21%	nt	-1%	-23%	3%[59 µM]	-37%	-7%	-6%	0%
[3] C[C@H](CO)N1C[C@H](C)[C@@H](CN(C)C(=O)Nc2ccc(C(F)(F)F)cc2)Oc2ccc(NC(=O)NC3CCCCC3)cc2C1=O
 : -26%	-29%	nt	11%	nt	nt	-10%	-5%	nt
[4] CC(C)CC1NC(=O)N(CC(=O)Nc2ccc3c(c2)OCCO3)C1=O (configuration not stated)
 : -6%	38%	nt	11%	-10%[2.33 µM]	2%	-26%	-16%	nt
[5] Cc1cccc(C(=O)NCC(=O)OCc2nc(N)nc(Nc3ccccc3C)n2)c1
 : -9%	6%	nt	22%	nt	nt	-18%	-3%	nt
[6] CN(C)CCOC(=O)C12CC3(C)CC(C)(CC(C)(C3)C1)C2
 : -17%	2%	1%	-10%	10%[12.7 µM]	-29%	-9%	-2%	11%
[7] O=C(NN1CCCCC1)c1ccc(COc2ccc(Cl)cc2)cc1
 : -13%	0%	-1%	30%[activator]	-4%	-13%	-11%	6%	4%
[8] COc1ccccc1C(C)Nc1ccc(S(=O)(=O)N2CCN(C)CC2)cc1[N+](=O)[O-] (configuration not stated)
 : 35µM*	-16%	nt	20%	?	40µM*	-24%	2%	nt
[9] O=C(/C=C/c1ccc(Cl)cc1Cl)Nc1cccc(S(=O)(=O)NC2=NCCCCC2)c1
 : -16%	-3%	-6%	123%[activator]	-6%[59 µM]	-5%	-8%	-6%	18%
[10] O=C(COc1ccc(Cl)cc1)NCc1nnc(SCC(=O)Nc2ccccc2)o1
 : 4%	8%	0%	5%	-24%	-27%	-6%	-12%	11%
[11] COC(=O)C1C(O)CC[C@@H]2CN3CCc4c([nH]c5ccccc45)C3C[C@@H]12 (some centres not stated)
 : nt	2%&-3%	0%&-5%	nt	-34%[2.33 µM]	nt	nt	-1%&1%[60.1 µM]	nt
[12] O=C(C1CCCCC1)N1CCN(c2ncccn2)CC1
 : 17%	-3%	-1%	?	-3%[12.7 µM]	5%	-6%	-2%	6%
[13] CCOC(=O)c1cc(-c2ccccc2)n(CCCC(=O)Nc2cccc(C)c2)c1C
 : ?	nt	-5%	-16%	?	-19%	-7%	-18%[60.1 µM]	-13%
[14] CCOc1ccc(CC(=O)Nc2c(C(=O)c3ccccc3)oc3ccc(Cl)cc23)cc1OCC
 : -12%	nt	2%	-6%	5%[59 µM]	-11%	0%	3%	26%
[15] Cc1ccc(NC(=O)C2CCCN(c3nnc(C)c4c(C)n(-c5ccccc5)nc34)C2)cc1Cl (configuration not stated)
 : -20%	nt	-3%	?	-25%[59 µM]	?	-7%	-12%	0%
[16] O=C(Nc1cccc(Cl)c1N1CCCC1)c1cccc(-c2cc3ccccc3oc2=O)c1
 : 0%	-2%	-1%	-16%[58.9 µM]	35µM*	10%	-3%	2%	21%
[17] O=C(CN1CCN(c2ccc(F)cc2)CC1)Nc1ccccc1[N+](=O)[O-]
 : ?	1%	-10%	154%[activator]	-4%	?	-8%	4%	-23%
[18] CCCCCN(C(=O)CCC(=O)OCC(=O)Nc1cccc(CC)c1)c1c(N)n(CCCC)c(=O)[nH]c1=O
 : -9%	-8%	nt	-7%	6%[12.7 µM]	13%	-3%	-7%	nt
[19] O=C(O)c1cnn(-c2ccccc2)c1C(F)(F)F
 : -2%[11.4 µM]	-2%	-2%	38%[activator]	-47%	-32%	-15%	2%	?
[20] Cc1ccc(-n2ncc3c(N(CCO)Cc4ccccc4)ncnc32)cc1
 : -7%	nt	-6%	-9%	1%[59 µM]	2%	-20%	-2%[60.1 µM]	1%

Following part.
Every second line gives: JMJD2A Tudor	APE1 inh	BLM inh	POLI inh	G9a inh	BAZ2B inh	Pol eta inh	Pol kappa inh	POLB inh
[21] CCOC(=O)c1[nH]c(C)c(C(=O)Nc2ccc3c(c2)CCC3)c1C
 : -10%	6%	0%	1%	?	-12%	11%	-11%	17%
[22] Cc1ccc(S(=O)(=O)N2CCN(CC(=O)NC(=O)NCc3ccccc3)CC2)cc1C
 : 8%	-1%	-1%	4%	-8%[59 µM]	12%	1%	-3%	0%
[23] COc1ccc(S(=O)(=O)N(CC(=O)NN=C2CCN(C)CC2)c2cc(Cl)ccc2OC)cc1OC
 : -19%	4%	-1%	36%[activator]	8%	-4%	-19%	-10%	-1%
[24] CCOC(=O)c1cc2c(=O)n3ccccc3nc2n(CC(C)C)c1=NC(=O)C(C)Oc1ccccc1 (configuration not stated)
 : -5%	nt	-3%	9%	5%[59 µM]	12%	-1%	-3%	12%
[25] O=C(CN(C(=O)c1csnn1)c1ccccc1)NCCc1ccccc1
 : 3%	13%	-1%	45%[activator]	15%	-21%	-7%	-7%	20%
[26] O=C(c1ccc(S(=O)(=O)NCC2CCCO2)cc1)N1CCN(c2ccccc2F)CC1 (configuration not stated)
 : 2%	-2%	-1%	18%	8%	-25%	-7%	-5%	4%
[27] CN(Cc1cc2ccccc2[nH]c1=O)S(=O)(=O)c1ccccc1
 : -25%[57.1 µM]	-2%	-2%	15%	-23%[12.7 µM]	-22%	-7%	0%	-1%
[28] O=C(COc1ccc(S(=O)(=O)N2CCOCC2)cc1)N1CCN(c2ccccc2)CC1
 : -23%	41%	-3%	34%[activator]	50%	0%	-21%	-10%	0%
[29] OC(c1ccc(Cl)cc1)C(CN1CCOCC1)c1ccccc1 (configuration not stated)
 : -8%	-5%	-5%	21%	-31%[2.33 µM]	-8%	-9%	-3%	0%
[30] C=C1CC[C@H](O)C/C1=C/C=C1\CCC[C@]2(C)[C@@H]([C@H](C)/C=C/[C@H](C)C(C)C)CC[C@@H]12
 : ?	-11%	nt	-12%	14µM*	-26%	-28%	-19%	nt
[31] O=C(CCN1CCN(CC(=O)Nc2ccccc2Cl)CC1)Nc1ccccc1F
 : -5%	-5%	-6%	-9%	9%	0%	-9%	-9%	7%
[32] CC(C)N(C(=O)Cn1cc(S(=O)(=O)CC(=O)NCc2ccc(F)cc2)c2ccccc21)C(C)C
 : 5%	16%	1%	32%[activator]	5%	-5%	-23%	-11%	2%
[33] CCCc1nc2nc(C)c(NS(=O)(=O)c3ccc(F)cc3)c(=O)n2[nH]1
 : -6%&3%	41%	-7%&-1%	11%&-19%	8%	2%&6%	-7%&-1%	3%&-17%	43%&3%
[34] COCCn1c(C)nnc1SCC(=O)NNC(=O)c1ccc(Br)cc1
 : 1%	-8%	0%	0%	31%	-1%	-20%	5%	65%
[35] COc1cccc2sc(N(CCCN(C)C)C(=O)c3ccc(S(=O)(=O)N4CCc5ccccc5C4)cc3)nc12
 : ?	21%	5%	5%	?	?	0%	-16%	15%
[36] CCN(CC)C(=S)Oc1c(Cl)cccc1Cl
 : 68%[activator]	-4%	-3%	?	87%[activator]	73%[activator]	-8%	-9%	-3%
[37] O=C(Nc1nnc(-c2ccc(F)cc2)s1)C1CCN(S(=O)(=O)c2ccc(Cl)cc2)CC1
 : -2%	6%	-3%	3%	-27%[59 µM]	1%	-10%	5%	8%
[38] CCn1cnc2cc(NC(=O)c3ccc(C)cc3)ccc21
 : -7%	6%	2%	23%	nt	0%	-10%	-5%	22%
[39] C#CCOCCOCCOCCNc1nc(N2CCN(C(=O)[C@H](CCCCN)n3cc([C@@H](N)C(C)CC)nn3)CC2)nc(N2CCN(C(=O)[C@H](CCCCN)n3cc([C@@H](N)CO)nn3)CC2)n1 (some centres not stated)
 : nt	?	35%[activator]	nt	?	22µM*	nt	nt	4%
[40] CCCC(=O)Nc1nnc(CC(=O)OCC)s1
 : -18%	1%	-1%	6%	-22%[12.7 µM]	11%	-15%	-22%	?

Rewritten as a markdown table: entries from further up.
| nr | SMILES | JMJD2A Tudor | APE1 inh | BLM inh | POLI inh | G9a inh | BAZ2B inh | Pol eta inh | Pol kappa inh | POLB inh |
| --- | --- | --- | --- | --- | --- | --- | --- | --- | --- | --- |
| 26 | O=C(c1ccc(S(=O)(=O)NCC2CCCO2)cc1)N1CCN(c2ccccc2F)CC1 (configuration not stated) | 2% | -2% | -1% | 18% | 8% | -25% | -7% | -5% | 4% |
| 27 | CN(Cc1cc2ccccc2[nH]c1=O)S(=O)(=O)c1ccccc1 | -25%[57.1 µM] | -2% | -2% | 15% | -23%[12.7 µM] | -22% | -7% | 0% | -1% |
| 28 | O=C(COc1ccc(S(=O)(=O)N2CCOCC2)cc1)N1CCN(c2ccccc2)CC1 | -23% | 41% | -3% | 34%[activator] | 50% | 0% | -21% | -10% | 0% |

Continued:
Every second line gives: JMJD2A Tudor	APE1 inh	BLM inh	POLI inh	G9a inh	BAZ2B inh	Pol eta inh	Pol kappa inh	POLB inh
[41] O=C(O)c1nc(-c2ccccc2)n(-c2cccc(C(F)(F)F)c2)n1
 : -13%	?	-10%	132%[activator]	37%[activator]	-15%	1%	-15%	10%
[42] Cc1c(C=O)c2ccccn2c1C(=O)c1cccc([N+](=O)[O-])c1
 : ?	-2%	0%	-30%	-7%	-12%	-9%	-20%	-1%
[43] Cc1ccccc1OCC(=O)NC(Cc1c[nH]c2ccccc12)C(=O)O (configuration not stated)
 : 1%	2%	0%	29%	-12%	-24%	-19%	-6%	4%
[44] Cc1cc(C)c(S(=O)(=O)n2c([N+](=O)[O-])cnc2C)c(C)c1
 : ?	?	8%	-3%	-8%[59 µM]	2%	-6%	-7%	15%
[45] CN(C)CCOC(=O)c1ccc(COc2ccccc2Br)o1
 : -5%	-7%	-12%	9%	-16%	-22%	-18%	-7%	-14%
[46] Cc1ccc(/C=C/C(=O)O)cc1S(=O)(=O)Nc1ccccc1C(=O)O
 : 2%[11.4 µM]	6%	3%	60%[activator]	?	?	45µM*	-16%	?
[47] Cc1nc(-c2ccccn2)nc(SCC(=O)c2ccccc2)c1Cl
 : -27%	-1%	4%	14%	nt	-32%	-11%	-6%	29%
[48] N#Cc1nc(-c2ccc(OCc3ccc(Cl)cc3)cc2)oc1NCc1cccnc1
 : 2%	1%	2%	1%	-24%[59 µM]	-17%	?	6%	5%
[49] CCn1cc(C(=O)N2CCN(c3ccc(C)cc3)C(C)C2)c(=O)c2cc(S(=O)(=O)N3CCCC3)ccc21 (configuration not stated)
 : -29%	nt	-5%	-6%	?	nt	4%	5%	34%
